Source: PubChem
Epigenetic derep – derepresses silenced GFP reporter in murine cells; murine LDR cells, GFP reporter derepression, 30 h; Potency, µM (top dose mostly 53.9 µM), inactives show top-dose GFP activation, hits mostly activators; actives 0.2% (n = 280,000); also: potency is read from the fitted curve at half-maximal effect; % of control where 0% means no effect; nearly all actives have a fitted effect of over 60% in size
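Murine LDR cells carrying a silenced, genomically integrated CMV-driven GFP reporter were exposed to compound for 30 hours at 37 C. After PBS washes, GFP-positive cells (20–120 um objects) were counted by laser-scanning microplate cytometry.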
LMNA splice mod – modulators of lamin A splicing; actives 0.01% (n = 200,000); Potency, µM (titrated, usually from 46.1 µM), for the others: at the highest dose ratio change, negative = inhibition, most hits filed as inhibitors; HeLa LMNA splicing GFP/RFP minigene ratio, 48 h; active = well fitted inhibition curve with a large enough effect in the signal ratio, with a control signal flat, not every such curve was filed as active; inconclusive = small, poorly fitted or top-dose-only effect, or effect the other way, or a change in a side signal; the % refers to the signal ratio; also: potency is read from the fitted curve at half-maximal effect; % is scaled to controls: 0 for no effect and ±100 for the full control effect
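Read-out is the ratio of GFP to DsRed2 object intensity, acquired by 488 nm laser-scanning cytometry on HeLa lamin A-EGFP minigene reporter cells. Compound incubation 48 hrs at 37 °C in Opti-MEM with 2% FBS; DMSO 0.5% final.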
IMPase Li inh – membrane-permeable IMPase blocker, potentiated with lithium; AID 1457; Potency, µM (top dose mostly 59.4 µM), for the others: at the highest dose activity, negative = IMPase inhibition, actives largely listed as inhibitors; actives 0.35% (n = 210,000); CHO-M1 cells, IP1 TR-FRET (IP-One), carbachol + lithium;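 also: IP1 builds up when IMPase is blocked and the TR-FRET signal falls; potency is read from the fitted curve at half-maximal effect; plate controls were basal vehicle for no effect and high inhibitor control for full effect; nearly all actives have a fitted effect of over 50% in size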
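Concentration–response in CHO-M1 cells, lithium-potentiated; 30 min at 37C. IP1 detected by competitive TR-FRET after 10 min lysis at RT. Hill-fitted AC50.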
NPSR antagonist – neuropeptide S receptor (human) antagonism, cAMP; Q6W5P4; CHO-NPSR cells, cAMP TR-FRET, antagonist mode; Potency, µM (series often up to 38.3 µM), inactives show at the top dose activity change, negative = inhibition, most hits filed as inhibitors; actives 1% (n = 220,000); AID 1461; also: potency is read from the fitted curve at half-maximal effect; % is scaled to controls: 0 for no effect and ±100 for the full control effect; nearly all actives have a fitted effect of over 50% in size; many of its hits are not listed in these tables
Target sequence (Q6W5P4 whole entry, looked up): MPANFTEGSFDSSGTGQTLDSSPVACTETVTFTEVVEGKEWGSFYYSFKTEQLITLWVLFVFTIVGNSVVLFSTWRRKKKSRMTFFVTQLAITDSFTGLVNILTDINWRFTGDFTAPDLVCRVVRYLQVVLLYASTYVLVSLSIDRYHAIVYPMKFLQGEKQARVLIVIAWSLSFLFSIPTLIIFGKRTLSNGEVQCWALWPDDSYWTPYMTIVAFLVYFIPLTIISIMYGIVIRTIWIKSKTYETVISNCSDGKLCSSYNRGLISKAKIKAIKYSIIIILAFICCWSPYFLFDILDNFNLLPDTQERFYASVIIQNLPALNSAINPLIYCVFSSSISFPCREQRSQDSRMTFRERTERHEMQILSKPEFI
HTT aggregate – mutant huntingtin aggregation inhibition; PC12 HttQ103-GFP aggregates, Acumen cytometry, 40 h; Potency, µM (doses to about 46.1 µM), without a hit: top-dose activity change, negative = inhibition, usual class: inhibitors; actives 1.1% (n = 220,000); AID 1688; also: potency is read from the fitted curve at half-maximal effect; % is scaled to controls: 0 for no effect and ±100 for the full control effect; nearly all actives have a fitted effect of over 60% in size
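Read-out: GFP aggregate count by laser scanning cytometer (488 nm excitation, 500-530 nm emission, 1–25 µm objects >6 SD above background). Cells: PC12, inducible HTTex1-Q103-GFP, 100 nM tebufenozide; compounds titrated.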
CBFb-RUNX1 inh – CBF-beta/RUNX1 interaction disruption | Q01196+Q13951 | AlphaScreen CBFb-His/RUNX1-biotin binding, biochemical | Potency, µM (titrated, usually from 59.8 µM), inactives show at the highest dose activity, negative = inhibition, most hits filed as inhibitors | 230,000 tested, under 10 active | AID 1477; also: % of control where 0% means no effect
Target sequence (Q01196 whole entry, looked up): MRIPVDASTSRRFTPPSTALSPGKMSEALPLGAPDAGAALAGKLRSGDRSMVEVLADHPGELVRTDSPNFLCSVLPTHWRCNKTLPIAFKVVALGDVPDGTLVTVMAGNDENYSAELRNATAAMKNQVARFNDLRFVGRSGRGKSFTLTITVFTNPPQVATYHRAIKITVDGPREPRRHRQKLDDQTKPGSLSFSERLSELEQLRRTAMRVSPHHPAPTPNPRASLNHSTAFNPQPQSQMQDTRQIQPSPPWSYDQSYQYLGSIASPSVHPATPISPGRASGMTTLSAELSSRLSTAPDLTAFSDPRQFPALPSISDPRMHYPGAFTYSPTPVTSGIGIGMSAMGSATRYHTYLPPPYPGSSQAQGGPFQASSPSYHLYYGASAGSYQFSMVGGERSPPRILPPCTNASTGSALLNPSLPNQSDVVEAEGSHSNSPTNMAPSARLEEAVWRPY
Target sequence (Q13951 whole entry, looked up): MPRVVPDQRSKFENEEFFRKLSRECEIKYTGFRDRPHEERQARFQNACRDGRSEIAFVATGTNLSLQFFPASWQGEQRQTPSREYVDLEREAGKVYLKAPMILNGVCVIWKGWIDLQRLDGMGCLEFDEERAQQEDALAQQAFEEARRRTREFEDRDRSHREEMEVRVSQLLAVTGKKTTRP
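Proteins preincubated together for 20 min at RT before compound addition; 15 min later, nickel and streptavidin beads were added and left 90 min prior to AlphaScreen measurement.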
Luc counter – Kinase-Glo luciferase inhibition (counter-screen); Q27757; Kinase-Glo luciferase, ATP luminescence, 8 min; Potency, µM (doses to about 38.3 µM), without a hit: top-dose activity change, negative = inhibition, most hits filed as inhibitors; actives 0.28% (n = 200,000); AID 1379; also: potency is read from the fitted curve at half-maximal effect; % is scaled to controls: 0 for no effect and ±100 for the full control effect; nearly all actives have a fitted effect of over 60% in size
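Luminescence was the read-out, taken after 8-minute incubation at ambient temperature. Luciferase turned over luciferin with 10 uM ATP in imidazole pH 7.2 buffer containing KCl, MgCl2, Tween 20 and BSA.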
The depositor's hits bear a star; ? = inconclusive; · = not tested or not shown; & = joins results of further samples; ! = not active in a repeat; [ ] = dose if it differs, or a comment. Unless noted, calls follow the shape of the dose curve; as a rule, active = well fitted curve in the direction sought with a large enough effect; inconclusive = small, poorly fitted or top-dose-only effect, or another doubt; inactive = no such curve, though single readings can be large; an effect the other way counts as inactive or inconclusive. Some of the compounds tested; rates above refer to the full screens.

molecule,Epigenetic derep,LMNA splice mod,IMPase Li inh,NPSR antagonist,HTT aggregate,CBFb-RUNX1 inh,Luc counter
Cc1nc2ncnn2c(C)c1CCC(=O)NCc1ccc2c(c1)OCO2,0.0%,11%,8%[38.3 µM],1%[46.1 µM],-9%,6%,-5%
Fc1cccc(COc2ccccc2CNc2ccccc2)c1,0.0%,?,8%,-19%,-16%,?,2%
COC(=O)/C=c1\sc2n(c1=O)C(C)=CC(C)(C)N=2,0.0%,-5%,17%[38.3 µM],17%[46.1 µM],-10%,8%,-2%
CCc1nnc(NC(=O)CSc2nnc(C3CCCCC3)n2-c2ccccc2)s1,-0.1%,?,10%[38.3 µM],-21%[46.1 µM],-10%,-5%,2%
O=C(Nc1ccccc1)c1sc2cc(C(F)(F)F)cnc2c1-c1cccs1,4.2%,5%,24%[38.3 µM],10µM*,-9%,0%,-2%
Cc1ccc(N(CC(O)CN2C(=O)NC(C)(C)C2=O)S(=O)(=O)c2ccc(C)cc2)cc1 (configuration not stated),-2.7%,·,·,14%,14%[9.22 µM],10%,·
CCn1ccnc1CN(C)Cc1cn(-c2ccc(C)cc2)nc1-c1cccc(C)c1,4.3%,·,14%,?,2%[9.22 µM],-11%,-1%
CC(C)C(Nc1ccc(S(=O)(=O)N2CCOCC2)cc1[N+](=O)[O-])C(=O)O (configuration not stated),-1.5%,10%[46 µM],-3%,4%,9%,-2%,7%
O=C(Cn1cncc1-c1ccc([N+](=O)[O-])cc1)Nc1ccccc1F,-1.0%,?,-8%,1%,15%,23%,0%
CSc1cc(-c2ccc(Cl)cc2)c(C(=O)NC(C)C)s1,-1.3%,0%,-10%[38.3 µM],?,-16%,1%,-7%
O=C(NC1=NCCS1)c1cccs1,0.0%,-4%,22%[38.3 µM],-10%[46.1 µM],0%,5%,1%
Brc1cc2c(cc1/C=N/Nc1nc(N3CCCC3)nc(N3CCOCC3)n1)OCO2,-0.3%,6%,17%[38.3 µM],-27%[46.1 µM],?,4%,-4%
COc1cc(C(=O)N2C(=O)c3cccc(N)c3C2=O)cc(OC)c1OC,1.8%,?,5%,28%,0%,17%,0%
COc1ccc(C)cc1NC(=O)c1cc2c(=O)n3ccccc3nc2n1C,6.9%,·,-2%,1%,?,1%,-1%
Cc1nnc(SCC(=O)Nc2cccc(S(=O)(=O)NC3=NCCCCC3)c2)n1Cc1ccccc1,-0.9%,3%[46 µM],6%,9%,8%,13%,1%
Cc1cc(Br)c(S(=O)(=O)n2nnc3ccccc32)cc1C,-0.9%,4%,0%,-17%[46.1 µM],18%,19%,6%
O=C(Cc1cccc2ccccc12)NN1C(=O)C2C(C1=O)C1C=CC2C12CC2 (configuration not stated),0.0%,-7%,-7%,-10%[46.1 µM],-8%,-12%,2%
Cc1ccc(NC(=O)CSc2nc(NS(=O)(=O)c3ccc(C)cc3)cc(=O)[nH]2)cc1,-1.0%,?,24%[38.3 µM],-8%[46.1 µM],-10%,?,-3%
CCOc1cc(S(=O)(=O)NCc2ccc(OC)cc2)c(OCC)cc1-n1cnnn1,1.6%,-10%,38%[activator][38.3 µM],-10%[46.1 µM],6%,-5%,19%
CCC1CCC(c2nnc(-c3ccc([N+](=O)[O-])cc3)o2)CC1 (configuration not stated),0.0%,-6%,21%,-26%[46.1 µM],9%,-1%,2%
O=C(NCCCN1CCC(Cc2ccccc2)CC1)C1CC(=O)N(C2CCCCCC2)C1 (configuration not stated),-1.9%,-3%,30%[activator][38.3 µM],10%[46.1 µM],19%[9.22 µM],5%,4%
Cc1ccnc(NS(=O)(=O)c2ccc(Cl)nc2)c1,-2.5%,·,·,-20%,-18%[9.22 µM],7%,·
COCCNC(=S)N(C)C1(c2ccccc2Cl)CCCCC1=O (configuration not stated),0.4%,-6%[46 µM],-3%,-1%,-5%,-1%,0%
O=C(O)CCC(=O)Nc1nc(-c2ccccc2)cs1,-0.2%,3%,22%[38.3 µM],-19%[46.1 µM],-9%,2%,-2%
NC(=O)c1nnn(-c2cccc(C(F)(F)F)c2)c1-c1ccccc1,1.0%,·,·,-10%,3%[9.22 µM],8%,·
Cc1ccc(S(=O)(=O)NNC(=S)Nc2cccc(F)c2)cc1,4.2%,·,·,-5%,4%[9.22 µM],5%,·
COC(=O)CC(NS(=O)(=O)c1cccs1)c1cccc2ccccc12 (configuration not stated),5.1%,-7%,19%[38.3 µM],-7%[46.1 µM],-16%,8%,3%
O=C(CN(C(=O)CNS(=O)(=O)c1ccccc1)c1ccc2c(c1)OCCO2)NCc1ccco1,-1.1%,3%,2%[38.3 µM],-2%[46.1 µM],3%,-4%,-7%
CNc1cc([N+](=O)[O-])ccc1N/C=C/C(=O)c1cccs1,3.5%,-10%,1%,4%[46.1 µM],?,-24%,2%
O=C(COC(=O)C1CC(O)CN1S(=O)(=O)c1ccc(Cl)cc1)c1ccccc1Cl (configuration not stated),-0.9%,0%,7%,3%,9%,8%,-1%
CN(Cc1nc(-c2cnccn2)no1)C1CC(C)(C)NC(C)(C)C1,1.1%,7%[46 µM],-2%,7%,20%[9.22 µM],9%,1%
C=CCOc1nc2c(c(=O)n(C)c(=O)n2C)n1Cc1ccc(Cl)cc1,-1.0%,-9%,8%,18%,-15%,2%,-1%
CC1(NC(=S)NCCO)CCS(=O)(=O)C1 (configuration not stated),-1.0%,-6%,0%,6%,-9%,4%,-1%
CN(C)CCSc1nc(N)c2c3c(sc2n1)CN(C)CC3,2.3%,2%,16%[38.3 µM],-24%[46.1 µM],-1%,15%,-2%
O=C(Nc1ccccc1)Nc1cccc(Cl)c1,-0.8%,?,14%[38.3 µM],-9%[46.1 µM],?,4%,-3%
CCCC[C@@H]1C[C@H]1C(NC(=O)c1ccc(C(F)(F)F)cc1)c1ccc(C(=O)OC)cc1 (some centres not stated),0.1%,·,8%,·,·,?,-4%
C/C(=C\c1ccccc1)CN1CCN(c2cccc(Cl)c2)CC1,0.0%,-10%,14%[38.3 µM],-21%[46.1 µM],-10%,15%,0%
Cc1noc(NS(=O)(=O)c2ccc(N3C(=O)c4ccccc4C3=O)cc2)c1C,0.0%,-1%,0%,?,12%,6%,2%
Cc1ccc(O)c(/C=N/NC(=O)C2=NNC(c3ccccc3)(c3ccccc3)C2)c1,4.0%,?,2%,-27%[46.1 µM],?,8%,0%
O=C(N/N=C/c1cn(-c2ccccc2)nc1-c1cccnc1)c1ccc(F)cc1,10%,-7%[46 µM],9%,-43%,-22%,-10%,1%
CN(CC(=O)N1CCc2ccccc2C1)S(=O)(=O)c1ccc2c(c1)c(=O)n(C)c(=O)n2C,0.0%,3%,20%[38.3 µM],-7%[46.1 µM],-19%,11%,0%
COc1cc(NCCCC(C)N)c2ncccc2c1 (configuration not stated),13%,3%,28%[38.3 µM],-21%[7.67 µM],18µM*!,·,-6%
Cc1cc(NC(=O)COC(=O)CCC(=O)c2ccc(F)cc2)no1,-1.0%,-2%,4%[38.3 µM],0%[46.1 µM],13%,-1%,0%
COc1ccc2nnc(-c3ccc(C(F)(F)F)cc3)n2n1,-1.1%,·,·,-5%,16%[9.22 µM],11%,·
Cc1ccccc1-c1noc(-c2ccc(Cl)cc2)n1,-1.1%,-2%,-2%[38.3 µM],8%[46.1 µM],-7%,-1%,-13%
CCc1nnc(NC(=O)CSc2nccn2-c2cccc(C)c2C)s1,-0.8%,?,36%[activator][38.3 µM],3%[46.1 µM],?,-1%,0%
CCOc1ccc2nc(NCCO)[nH]c2c1,-1.0%,-6%,4%[38.3 µM],-7%[46.1 µM],-18%,5%,-1%
CCCNC(=O)CSc1nnc(C)s1,-1.7%,11%,-10%[38.3 µM],2%[46.1 µM],0%,-1%,-9%
CC#C[C@]1(O)CC[C@H]2[C@@H]3CCC4=CC(=O)CCC4=C3[C@H](c3ccc(N(C)C)cc3)C[C@@]21C,2.6%,·,22%,·,·,2%[21.7 µM],-2%
CC(=O)c1c(O)ccc2c(-c3ccccc3)cc(=O)oc12,2.1%,?,-7%,-15%,9%,-13%,-2%
O=C(Nc1cccc2ccccc12)c1ccc(Br)o1,-0.8%,-2%,26%[38.3 µM],-12%[46.1 µM],11%,3%,-3%
O=C(Nc1ccc(Br)cc1)c1ccc(F)c(S(=O)(=O)NCc2cccs2)c1,2.3%,?,16%,?,?,-2%,3%
CCN(CC)S(=O)(=O)c1ccc(N2CCOCC2)c(NC(=O)Cc2cccc3ccccc23)c1,-1.3%,?,2%,-18%,-4%,-14%,-3%
CC(C)CNC(=S)N1CCN(c2nc3ccccc3s2)CC1,1.8%,3%[46 µM],16%,1%,5%[9.22 µM],5%,2%
CCOC(=O)c1ccc(NC(=O)c2nc[nH]c2C(=O)N[C@@H](CC(C)C)C(=O)OC(C)(C)C)cc1,0.6%,·,·,-24%,26%[9.22 µM],21%,·
CCNC(=O)NC(=O)C(C)OC(=O)C1CCN(S(=O)(=O)c2ccc(C)c(C)c2)CC1 (configuration not stated),1.1%,15%,-11%,-6%,22%,4%,-1%
CN(C)S(=O)(=O)c1cccc(NC(=O)COC(=O)c2cccc(S(=O)(=O)N3CCc4ccccc4C3)c2)c1,-1.3%,1%,2%,1%,17%,9%,0%
Cc1ccc(Cn2ccc(NC(=O)c3cc(-c4cccc(Cl)c4)on3)n2)cc1,-0.9%,7%,?,?,-21%,2%,1%
CCn1cc(/C=N\NC(=O)Cc2ccc([N+](=O)[O-])cc2)c(C)n1,0.1%,-2%,0%,3%,12%,-4%,-1%
O=C(Nc1ccc(F)cc1)c1ccc2nc[nH]c2c1,-0.3%,13%[46 µM],-1%,12%,?,2%,-3%
CCOC(=O)C1=C(C)N(C)C(C)=C(C(=O)OCC)C1c1cccnc1,-1.1%,11%,30%[38.3 µM],?,12%,-12%,2%
CCCCCCCC/C=C\C/C=C\C/C=C\CCCC(=O)NCCO,0.0%&0.0%,·,-12%&19%,·,·,4%&29%,1%
O=C(NCc1ccc(Cl)cc1)c1cc(-c2ccco2)on1,-0.9%,-1%,·,-12%[46.1 µM],?,0%,·
